From PubChem
EPAC2 ag – qHTS for Agonist of cAMP-regulated guanine nucleotide exchange factor 4 (EPAC2): primary screen | Rap guanine nucleotide exchange factor 4 (Homo sapiens), Q8WZA2 | EPAC2 activation, biochemical qHTS; response scale: 100% = 6.5 mM cAMP response | Potency, µM (highest dose often 154 µM), for inactives: top-dose activation, most hits filed as activators | 360,000 tested, 0.079% active; also: potency is read from the fitted curve at half-maximal effect; nearly all actives have a fitted effect of over 50% in size
Target sequence (Q8WZA2 whole entry, looked up): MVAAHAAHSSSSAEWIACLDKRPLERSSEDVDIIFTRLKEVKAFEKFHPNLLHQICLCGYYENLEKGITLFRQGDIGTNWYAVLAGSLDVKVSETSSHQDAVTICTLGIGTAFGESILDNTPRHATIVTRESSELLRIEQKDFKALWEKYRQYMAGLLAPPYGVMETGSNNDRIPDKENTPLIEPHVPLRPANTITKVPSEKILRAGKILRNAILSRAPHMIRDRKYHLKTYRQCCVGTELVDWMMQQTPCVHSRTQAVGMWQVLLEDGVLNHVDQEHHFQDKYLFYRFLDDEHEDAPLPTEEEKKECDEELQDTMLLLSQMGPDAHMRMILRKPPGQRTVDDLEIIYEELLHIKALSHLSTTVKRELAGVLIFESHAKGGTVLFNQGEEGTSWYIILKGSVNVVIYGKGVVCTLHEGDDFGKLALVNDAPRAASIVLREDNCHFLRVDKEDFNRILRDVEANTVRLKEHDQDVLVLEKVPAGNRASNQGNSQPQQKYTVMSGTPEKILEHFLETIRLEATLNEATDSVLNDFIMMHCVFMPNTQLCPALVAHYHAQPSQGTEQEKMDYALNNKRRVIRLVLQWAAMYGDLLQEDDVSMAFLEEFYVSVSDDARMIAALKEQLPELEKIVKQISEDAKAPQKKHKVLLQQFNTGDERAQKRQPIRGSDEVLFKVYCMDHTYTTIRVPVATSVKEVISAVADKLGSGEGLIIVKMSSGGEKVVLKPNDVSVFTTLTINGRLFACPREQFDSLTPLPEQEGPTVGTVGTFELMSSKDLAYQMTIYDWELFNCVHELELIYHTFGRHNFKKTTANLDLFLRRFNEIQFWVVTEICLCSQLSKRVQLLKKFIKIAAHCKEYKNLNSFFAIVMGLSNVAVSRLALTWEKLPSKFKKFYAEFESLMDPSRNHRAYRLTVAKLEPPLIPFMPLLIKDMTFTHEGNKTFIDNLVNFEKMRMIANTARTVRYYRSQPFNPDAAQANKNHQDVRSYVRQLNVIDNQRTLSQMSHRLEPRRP
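Compounds were titrated in qHTS against a Rap1B-BODIPY-GDP (250 nM) complex with EPAC2 (100 nM) and GDP (50 uM). BODIPY-GDP release tracked at 480/540 nm over 30 min at room temperature, normalized to 6.5 mM cAMP.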
IL-2 act – qHTS of IL-2 Activators; IL-2 activation reporter assay, cell-based qHTS; stimulated with anti-CD3/CD4/CD28 beads; in transgenic mouse T cells; activation, % (series mostly up to about 46 µM); 360,000 tested, 0.065% active; in the data active = activation above about 50%; inconclusive = mostly about 30% to 49%; also: 0% is about no effect
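Unstimulated transgenic mouse T cells preincubated 60 min with compound, then stimulated with anti-CD3/anti-CD4-coated beads plus anti-CD28 for 18 h at 37 degrees C. IL-2 response read as EGFP and DsRed fluorescence by plate cytometry.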
WRN helicase inh – qHTS for Inhibitors of WRN Helicase; Potency, µM (highest dose often 114 µM), without a hit: top-dose activity change, negative = inhibition, usual class: inhibitors; Bifunctional 3'-5' exonuclease/ATP-dependent helicase WRN (Homo sapiens), Q14191; 360,000 tested, 0.46% active; AID 651768, 2012; WRN helicase unwinding, fluorescent forked duplex, kinetic; also: potency is read from the fitted curve at half-maximal effect; % is scaled to controls: 0 for no effect and ±100 for the full control effect; nearly all actives have a fitted effect of over 55% in size
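Fluorescence dequenching readout, ex 525 nm/em 598 nm, kinetic mode: forked duplex DNA (100 nM final) with adjacent fluorophore and quencher unwound by WRN (20 nM final) with 2 mM ATP. Compound preincubation 15 min, room temperature.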
EPAC1 antagonist – qHTS for Antagonist of cAMP-regulated guanine nucleotide exchange factor 3 (EPAC1): primary screen. EPAC1 GEF assay, Rap1b-BODIPY-GDP exchange fluorescence. Potency, µM (doses to about 115 µM), inactives show top-dose activity change, negative = inhibition, most hits filed as inhibitors. 360,000 tested, 0.14% active. AID 720709, 2013;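 also: potency is read from the fitted curve at half-maximal effect; plate controls were vehicle for no effect and positive control for full effect; nearly all actives have a fitted effect of over 50% in size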
EPAC1 agonist – qHTS for Agonist of cAMP-regulated guanine nucleotide exchange factor 3 (EPAC1): primary screen. EPAC1 agonist qHTS, biochemical assay; response scale: 100% = response to 6.5 mM cAMP. 360,000 tested, 0.073% active. Rap guanine nucleotide exchange factor 3 (Homo sapiens), O95398. Potency, µM (top dose mostly 154 µM), without a hit: top-dose activation, hits mostly activators; also: potency is read from the fitted curve at half-maximal effect; nearly all actives have a fitted effect of over 60% in size
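Read-out is the fluorescence drop as BODIPY-GDP leaves Rap1B (480 nm excitation, 540 nm emission), recorded every 5 minutes over 30 minutes. Reactions held 100 nM EPAC1, 250 nM Rap1B–BODIPY-GDP and 50 uM GDP, with 6.5 mM cAMP setting full activation.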
PI5P4K alpha inh – qHTS for Inhibitors of phosphatidylinositol 5-phosphate 4-kinase (PI5P4K); PI5P4Kalpha enzyme, ADP-Glo luminescence, 60 min; stronger effect = lower value; AID 652105, 2013; 330,000 tested, 1.2% active; max response, %; Phosphatidylinositol 5-phosphate 4-kinase type-2 alpha (Homo sapiens), P48426; active = max response of -50% or lower; inconclusive = between -30% and -50%; inactive = -30% or higher; also: value at the top dose of about 77 µM; % is scaled to controls: 0 for no effect and ±100 for the full control effect
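Enzyme plus substrate dispensed, test compounds pinned in, then ATP (5 microM final) added. After 60 min at RT, ADP-Glo reagent 1 for 45 min and reagent 2 for 30 min preceded luminescence imaging.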
PLK1 PBD inh – qHTS for Inhibitors of PLK1-PDB (polo-like kinase 1 - polo-box domain): Primary Screen; Serine/threonine-protein kinase PLK1 (Homo sapiens), P53350; Plk1 PBD binding of FITC phosphopeptide, fluorescence polarization; Potency, µM, without a hit: max response, negative = inhibition, hits mostly inhibitors; 360,000 tested, 2.8% active; also: potency is read from the fitted curve at half-maximal effect; series mostly up to about 57 µM; % is scaled to controls: 0 for no effect and ±100 for the full control effect; nearly all actives have a fitted effect of over 65% in size
CCT modulator – High-Throughput Screening for Modulators of Cytosolic Chaperonin Activity. purified chaperonin ATPase assay, HTRF ADP detection, 30 min. activity change, % (test concentration not listed), hits read low. 360,000 tested, 0.3% active. AID 651819, 2012; in the data active = activity change below about -30%; also: % is scaled to controls: 0 for no effect and ±100 for the full control effect
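TRiC (40 or 20 nM final, by batch activity) in 30 mM Tris pH 7.4, 100 mM KCl, 5 mM MgCl2, 1 mM DTT was treated with compound at 76 uM single dose, then 10 uM ATP, 30 min at 37 °C. ADP was read by HTRF Transcreener.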
Starred values were filed as active, the others as inactive; ? = inconclusive; / = no result given; [ ] = another dose, or the depositor's remark. Unless noted, calls follow the shape of the dose curve; as a rule, active = well fitted curve in the direction sought with a large enough effect; inconclusive = small, poorly fitted or top-dose-only effect, or another doubt; inactive = no such curve, though single readings can be large; an effect the other way counts as inactive or inconclusive. Not all compounds are listed (hit frequency here may not be typical).

SMILES | IL-2 act | PI5P4K alpha inh | EPAC1 antagonist | CCT modulator | PLK1 PBD inh | EPAC2 ag | EPAC1 agonist | WRN helicase inh
COc1cccc(-c2nnc3sc(-c4ccccc4)nn23)c1 | -1.3 | -11 | -1% | -2.4 | -5% | -8% | 7% | 3%
Cc1nccn1CC(=O)c1ccc(O)c(O)c1 | 1.7 | -7 | -6% | -0.3 | 21µM* | 3% | 7% | 1%
Cc1ccc(-c2nc3cccnc3s2)cc1NS(=O)(=O)c1cccs1 | -0.8 | 0 | -13% | -2.1 | -14% | 27% | 12% | -5%
CC1CCCCC1NS(=O)(=O)CCNC(=O)c1ccccc1 (stereo not drawn) | -0.5 | -3 | -9% | -1.6 | -5% | -3% | 13% | 7%
COc1cc(/C=N/NC(=O)CNC(=O)c2cccs2)ccc1O | -0.3 | -8 | -12% | -0.8 | -2% | 10% | -3% | -23%[57.1 µM]
OC[C@H]1O[C@@H](c2nc(-c3ccc(Br)cc3)no2)C[C@@H]1O | 0.0 | 3 | -13% | -1.3 | -4% | 6% | 9% | -9%
CCN=C(NCC)SC1CC(=O)N(c2ccc(OCC)cc2)C1=O (stereo not drawn) | -2.9 | 4 | -18% | -1.8 | -10% | 11% | -7% | 5%
Cc1cc(Nc2ccccc2)nc(N2CCOCC2)n1 | 1.7 | -4 | 8% | -0.6 | 2% | -2% | -2% | 3%
C[N+](C)(C)C[C@H](O)CC(=O)[O-] | -0.4 | 1 | 6% | -2.6 | 6% | 0% | -2% | 2%
COCc1ccc(C(=O)N2CCc3c([nH]c4ccccc34)C2c2ccccn2)s1 (stereo not drawn) | 0.1 | 0 | -7% | -5.7 | -18% | 8% | 9% | -1%
C[C@@H](NC(=O)[C@@H]1Cc2ccccc2CN1)C(=O)NCC1CCCO1 (stereo partly drawn) | -0.9 | 4 | -18% | -1.8 | -17% | 7% | 0% | -3%
CCCCCCc1nnc(NC(=O)OCC)s1 | -2.6 | / | -24% | -0.4 | -11% | -7% | 11% | 1%
O=C(COC(=O)c1cccc(S(=O)(=O)N2CCCCC2)c1)NCc1cccc(Cl)c1 | -1.5 | -2 | -4% | -0.9 | 1% | 10% | 13% | -14%
Cc1cc(S(=O)(=O)NCCc2ccccc2)c(C)s1 | -2.2 | / | -2% | -1.4 | -6% | 4% | 11% | -5%
Cc1ccc(NC(=O)CSC(C)C(=O)OC(C)C(=O)NC2CCCCC2C)cc1 (stereo not drawn) | 0.2 | 9 | -10% | -3.0 | -2% | -2% | 4% | -7%

Next part:
SMILES | IL-2 act | PI5P4K alpha inh | EPAC1 antagonist | CCT modulator | PLK1 PBD inh | EPAC2 ag | EPAC1 agonist | WRN helicase inh
Cc1nn(CC(=O)N2N=C(C(F)F)CC2(O)C(F)F)c(C)c1[N+](=O)[O-] (stereo not drawn) | 1.6 | -5 | 1% | -1.5 | -3% | 6% | 2% | 0%
CCOc1ccc(-n2ccnc(SCC(=O)NCc3cccc(OC)c3)c2=O)cc1 | 3.5 | -2 | 8% | -0.1 | ? | 11% | 4% | -18%
O=C(Nc1ccc(C(=O)O)cc1)/C(=C\c1cccc([N+](=O)[O-])c1)NC(=O)c1ccc(Br)o1 | -0.3 | -10 | -18% | 3.2 | -2% | 6% | -6% | -9%
Cc1ccc(NC(=O)COC(=O)CCc2nc3ccccc3c(=O)[nH]2)cc1Cl | 0.4 | -3 | 8% | 0.3 | -8% | -10% | -2% | -18%
O=C(NC(=S)Nc1ncccn1)c1ccc(F)cc1 | -0.2 | 8 | 5% | -0.2 | -12% | 10% | 8% | -2%
CCOc1ccc(CNC(=O)CN2C(=O)CSc3ccc(S(=O)(=O)N4CCOCC4)cc32)cc1OC | -1.5 | 10 | 7% | -0.3 | -26% | -2% | 16% | -1%
Nc1nc(CN2CCN(Cc3ccccc3)CC2)nc(N2CCCc3ccccc32)n1 | 0.2 | -2 | 2% | 0.9 | -5% | 8% | 1% | 4%
CC1=CN2C(=N)/C(=C\c3cn(CCCOc4ccccc4)c4ccccc34)C(=O)N=C2S1 | -0.5 | -4 | -11% | -2.9 | -9% | 5% | 6% | ?
COc1cc(C(O)c2nc3ccccc3n2C(C)C)cc(OC)c1OC (stereo not drawn) | 0.3 | 0 | 14% | 0.8 | -5% | 8% | 7% | -7%
CC(C)c1ccc(OCC(=O)Nc2cccc(C(=O)Nc3ccccc3C(=O)O)c2)cc1 | -2.7 | ? | ? | -0.4 | ? | -11% | -10% | -21%
COc1ccccc1N1CCN(C2CCCN(C(=O)CCC(=O)N(C)C)C2)CC1 (stereo not drawn) | 0.8 | 4 | 8% | -1.9 | -5% | 7% | -1% | -6%
CC(C)c1ccccc1NC(=O)C1CCCN(C(=O)c2ccc(Cl)cc2)C1 (stereo not drawn) | 0.3 | -8 | 1% | -0.3 | 2% | -1% | -10% | -6%
CC(C)(C)c1ccccc1NC(=O)Cn1cnc2cc([N+](=O)[O-])ccc2c1=O | -2.3 | 6 | -20% | 0.0 | -5% | -11% | 6% | -5%
CC(C)CC(=O)NC(=S)Nc1ccc(N2CCCC2)c(Cl)c1 | -6.5 | 0 | -10% | -0.7 | -2% | 5% | -5% | -8%
COc1ccc(Br)c(C(=O)N2CCN(S(=O)(=O)/C=C/c3ccccc3)CC2)c1 | -0.2 | -4 | 6% | -3.5 | -8% | 21% | 4% | -1%

Complete entries, quoted from the list. Order of screens: IL-2 act | PI5P4K alpha inh | EPAC1 antagonist | CCT modulator | PLK1 PBD inh | EPAC2 ag | EPAC1 agonist | WRN helicase inh
Shown for O=C(NC(=S)Nc1ncccn1)c1ccc(F)cc1 = -0.2 | 8 | 5% | -0.2 | -12% | 10% | 8% | -2%
Shown for CC1=CN2C(=N)/C(=C\c3cn(CCCOc4ccccc4)c4ccccc34)C(=O)N=C2S1 = -0.5 | -4 | -11% | -2.9 | -9% | 5% | 6% | ?
Shown for CC(C)c1ccccc1NC(=O)C1CCCN(C(=O)c2ccc(Cl)cc2)C1 (stereo not drawn) = 0.3 | -8 | 1% | -0.3 | 2% | -1% | -10% | -6%
Shown for Cc1ccc(NC(=O)COC(=O)CCc2nc3ccccc3c(=O)[nH]2)cc1Cl = 0.4 | -3 | 8% | 0.3 | -8% | -10% | -2% | -18%
Shown for CC(C)c1ccc(OCC(=O)Nc2cccc(C(=O)Nc3ccccc3C(=O)O)c2)cc1 = -2.7 | ? | ? | -0.4 | ? | -11% | -10% | -21%

Other compounds.
SMILES | IL-2 act | PI5P4K alpha inh | EPAC1 antagonist | CCT modulator | PLK1 PBD inh | EPAC2 ag | EPAC1 agonist | WRN helicase inh
COc1ccc(C)cc1S(=O)(=O)N(CC(=O)N1CCOCC1)c1cc(C)cc(C)c1 | -1.0 | 1 | -4% | -3.5 | -2% | 0% | 11% | -15%
CC1CCCC(N2C(=O)NC(NC(=O)c3ccco3)(C(F)(F)F)C2=O)C1C (stereo not drawn) | -2.2 | 2 | 4% | -1.9 | -2% | -7% | 0% | -7%
Cc1c(C)n(CCO)c2ncnc(Nc3ccc(F)cc3)c12 | 0.4 | -2 | -2% | -0.2 | -6% | 8% | 8% | -3%
Cc1ccc(C(=O)CCC(=O)N2CCC(C(N)=O)CC2)cc1 | -0.3 | -16 | -8% | -0.8 | 3% | -1% | -3% | -2%
COc1ccc(NCC(=O)N/N=C/C=C\c2ccccc2)cc1 | -0.7 | -19 | 0% | -2.7 | -8% | 0% | -10% | -25%
Cc1ccc(/C=C/S(=O)(=O)Nc2ccc(C)cc2)cc1 | 1.3 | 1 | -4% | 3.4 | -2% | 5% | 2% | -2%
CN(C(=O)CS(=O)(=O)c1cn(CC(=O)N2CCCCC2)c2ccccc12)c1ccccc1 | 0.9 | -6 | -3% | 0.0 | -2% | 4% | -6% | 5%
S=C(NCc1cccs1)Nc1cc(Cl)cc(Cl)c1 | -0.9 | 20 | ? | -0.8 | -17% | 12% | 19% | -13%
Cc1n[nH]c(C)c1CCC(=O)N/N=C/C=C/c1ccccc1 | -2.0 | 0 | ? | 3.7 | -11% | 3% | 5% | -1%
COc1ccc2c(C(=O)CN3CCN(CCO)CC3)c[nH]c2c1 | 2.1 | / | -7% | -1.5 | -2% | -3% | 7% | -35%
CCN(CC)CCCNC1CCS(=O)(=O)C1 (stereo not drawn) | -2.4 | 4 | 8% | -0.8 | 0% | -4% | -4% | 7%
COc1cc(OC)c(N(C)S(=O)(=O)c2cccc(C(=O)NCc3cccs3)c2)cc1Cl | -2.1 | 1 | 0% | 1.0 | -1% | 12% | 3% | 11%
O=c1nc(N/N=C/c2ccco2)cn[nH]1 | -0.1 | 0 | 37%[activator] | -2.9 | -16% | 9% | 7% | ?
Cc1ccc(C)c(NC(=O)CSc2nc3ccc(N4C(=O)c5ccccc5C4=O)cc3s2)c1 | -1.0 | -8 | 19% | 0.5 | ? | -8% | -3% | -8%
COc1cc(S(=O)(=O)NCCc2ccc3c(c2)OCO3)ccc1-n1cnnn1 | -1.3 | / | -20% | -0.5 | -9% | 10% | 10% | -11%
Cc1ccc(-n2nnc(-c3ccnc4ccccc34)n2)cc1 | -0.3 | 4 | -6% | 1.8 | -5% | 8% | 9% | -2%
CC1(C)CNC(=O)c2sc(NC(=O)c3ccccc3Cl)nc2C1 | 0.5 | -3 | 2% | -1.0 | 3% | -5% | 2% | -3%
O=C(c1ccco1)N1CCN(C(c2ccccc2)c2nnnn2Cc2cccs2)CC1 (stereo not drawn) | -2.4 | 1 | -2% | -0.2 | -7% | -8% | 4% | 6%

Retrieved by compound from the list above:
SMILES | IL-2 act | PI5P4K alpha inh | EPAC1 antagonist | CCT modulator | PLK1 PBD inh | EPAC2 ag | EPAC1 agonist | WRN helicase inh
Cc1c(C)n(CCO)c2ncnc(Nc3ccc(F)cc3)c12 | 0.4 | -2 | -2% | -0.2 | -6% | 8% | 8% | -3%
CC1(C)CNC(=O)c2sc(NC(=O)c3ccccc3Cl)nc2C1 | 0.5 | -3 | 2% | -1.0 | 3% | -5% | 2% | -3%
